Source: PubChem
Integrin act MD: activators of alpha7 integrin expression for muscular dystrophy. 350,000 tested, 0.064% active. alpha7betagal myoblasts, beta-gal FDG fluorescence, 48 h. Potency, µM (titrated, usually from 38.3 µM), for inactives: top-dose activation, actives largely listed as activators. AID 624291;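 further: potency means the concentration at half of the fitted maximal effect; 100% = response of the positive control SU9516; nearly all actives have a fitted effect of over 60% in size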
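alpha7betagal+/- myoblasts (passage 13, 250/well) treated 48 h at 37C with compounds at 1:260 dilution of DMSO stock. Lysed, then beta-galactosidase activity read as FDG fluorescence (ex 480/em 540) after 30 min, with pre-read for autofluorescence.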
BCR signal inh: inhibitors of chronic active B-cell receptor signaling. AID 493014. Potency, µM (series often up to 46.1 µM), inactives show at the top dose ratio change, negative = lower green/red ratio, usual class: inhibitors. 340,000 tested, 0.05% active. ABC-DLBCL IkBa-CBG/CBR reporter, luminescence ratio, 4 h; active means well fitted inhibition curve with a large enough effect in the signal ratio, with a control signal flat, not every such curve was filed as active; inconclusive means small, poorly fitted or top-dose-only effect, or effect the other way, or a change in a side signal; the % refers to the signal ratio;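 further: potency means the concentration at half of the fitted maximal effect; plate controls were basal doxycycline-induced cells for no effect and cells given 10 µM MG132 for full effect; MG132 reads +100%, hits lower the ratio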
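TMD8 ABC-DLBCL cells carrying doxycycline-inducible green luciferase fused to IkappaBalpha plus unfused red luciferase were exposed to compounds (up to 46 uM) for 4 hrs at 37C. Activity came from the overlap-corrected green/red luminescence ratio.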
B2AR arrestin: recruits beta-arrestin to the human beta2-adrenergic receptor; beta-arrestin recruitment to beta2AR, cell-based reporter; P07550; Potency, µM (titrated, usually from 46.1 µM), for the others: at the highest dose activation, usual class: activators; 330,000 tested, 0.02% active;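 further: potency means the concentration at half of the fitted maximal effect; 0% = DMSO controls and full agonism = EC100 isoproterenol or metaproterenol; nearly all actives have a fitted effect of over 65% in size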
GALK inhibitor: galactokinase (human) inhibition; Potency, µM (top dose mostly 57.5 µM), for the others: top-dose activity change, negative = inhibition, most hits filed as inhibitors; 270,000 tested, 0.007% active; P51570; Purified GALK, Kinase-Glo residual ATP luminescence; AID 1868; further: potency means the concentration at half of the fitted maximal effect; on the % scale 0 is the no-effect control and ±100 the full control effect
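Luminescence from leftover ATP (Ultra-Glo luciferase/luciferin) served as read-out after a 1 h room-temperature reaction of 5 nM GALK with 35 uM ATP and 100 uM galactose.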
Menin MLL FP TR: inhibitors of human menin-MLL interaction, mutant MLL peptide; O00255; Menin + Texas Red MLL mutant peptide, fluorescence polarization; Potency, µM (top dose mostly 61.6 µM), inactives show top-dose FP activity change, negative = inhibition, hits mostly inhibitors; 270,000 tested, 0.23% active; active means well fitted inhibition curve with a large enough effect in the polarisation, with a control signal flat, not every such curve was filed as active; inconclusive means small, poorly fitted or top-dose-only effect, or effect the other way, or a change in a side signal; inactive means no such curve, though single readings can be large or run the other way; the % refers to the polarisation; further: potency means the concentration at half of the fitted maximal effect; % of control where 0% means no effect; many of its hits are not listed in these tables
S-ASM inh: blocks human secretory acid sphingomyelinase. P17405. placental ASM, HMU-PC fluorogenic substrate, 60 min. Potency, µM (doses to about 57.5 µM), for the others: at the top dose activity change, negative = inhibition, actives largely listed as inhibitors. 340,000 tested, 0.006% active. AID 504937; further: potency means the concentration at half of the fitted maximal effect
Target sequence (P17405 47-631 limits assumed): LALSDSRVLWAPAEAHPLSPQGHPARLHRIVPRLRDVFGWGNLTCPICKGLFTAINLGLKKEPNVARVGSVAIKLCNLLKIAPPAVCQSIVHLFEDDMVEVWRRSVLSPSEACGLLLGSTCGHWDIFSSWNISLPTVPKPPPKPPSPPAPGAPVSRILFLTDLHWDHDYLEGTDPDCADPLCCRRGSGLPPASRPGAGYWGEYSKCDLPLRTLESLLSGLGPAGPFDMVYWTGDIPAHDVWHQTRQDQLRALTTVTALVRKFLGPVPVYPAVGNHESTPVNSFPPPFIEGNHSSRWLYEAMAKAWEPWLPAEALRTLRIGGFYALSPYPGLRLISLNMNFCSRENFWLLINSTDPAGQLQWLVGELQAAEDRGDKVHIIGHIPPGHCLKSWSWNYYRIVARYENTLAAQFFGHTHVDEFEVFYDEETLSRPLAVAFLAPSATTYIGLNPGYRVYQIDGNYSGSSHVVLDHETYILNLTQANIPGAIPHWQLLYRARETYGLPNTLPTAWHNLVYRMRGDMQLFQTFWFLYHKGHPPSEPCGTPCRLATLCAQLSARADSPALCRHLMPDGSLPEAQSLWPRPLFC
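Fluorescence read-out (Ex 386 nm, Em 447 nm) after stopping the reaction at pH 10. Enzyme: ASM from human placenta; substrate HMU-PC0, 9 uM final; 60 min, 37 °C. Compound preincubation 10 min, ambient temperature.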
Coupling enz: coupling enzyme interference in Giardia aldolase counter-screen; coupling enzyme system counterscreen, AmpLite Red fluorescence; 290,000 tested, 0.67% active; activity change, negative = inhibition, % at 58.2 µM, hits read low; in the data active means activity change below about -30%; further: on the % scale 0 is the no-effect control and ±100 the full control effect
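First, compound is pin-transferred into glyceraldehyde-3-phosphate coupling-enzyme reagent at 57.5 uM final and held 10 min at RT. Next, substrate, coupling system and AmpLite Red are added. After 20 min RT, fluorescence (525/598 nm) is read.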
PKM2 act: PKM2 (human) enzyme activation; P14618; purified PKM2, Kinase-Glo ATP luminescence, activation; response scale: 0% is enzyme alone, no compound; Potency, µM (top dose mostly 57.5 µM), for inactives: at the top dose activation, hits mostly activators; 260,000 tested, 0.34% active; further: potency means the concentration at half of the fitted maximal effect; on the % scale 0 is the no-effect control and ±100 the full control effect; nearly all actives have a fitted effect of over 55% in size
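ATP formation by purified human PK-M2, quantified via coupled luciferase luminescence after 1 h at room temperature with 0.1 mM ADP and 0.5 mM PEP final.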
Giardia killer: Giardia lamblia killing; Giardia lamblia trophozoite viability; activity change, % at 7.66 µM, hits read low; 340,000 tested, 0.15% active; AID 540267; in the data active means activity change below about -80%; inconclusive means between about -30% and that limit;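 further: parasites exposed to compound for two days anaerobically before the ATP read; on the % scale 0 is the no-effect control and ±100 the full control effect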
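Trophozoites 100 cells/well + cpd; 48 hrs, 37 deg C, anaerobic. ATPLite 1-Step added, 15-30 min RT, luminescence read (ATP-based viability).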
Tb PFK inh: blocks T. brucei phosphofructokinase. AID 485367. O15648. T. brucei PFK, ADP-Glo luminescence. Potency, µM (highest dose often 57.5 µM), without a hit: at the top dose activity, negative = inhibition, hits mostly inhibitors. 330,000 tested, 0.17% active;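 further: potency means the concentration at half of the fitted maximal effect; 0% = uninhibited 1x PFK enzyme wells and -100% = no-enzyme wells; nearly all actives have a fitted effect of over 60% in size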
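Luminescent ADP detection (ADP-Glo, two-step: ATP depletion then ADP-to-ATP conversion for luciferase) reported PFK activity after 45 min room-temperature reaction of 1.25 nM enzyme with 0.5 mM F6P and 0.1 mM ATP at pH 8.0.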
TSG101-PTAP inh: blocks PTAP/TSG101 interaction to inhibit HIV-1 budding; Q99816; Fluorescence polarization, FITC-PTAP peptide / Tsg101 binding; 340,000 tested, under 10 active; Potency, µM (doses to about 115 µM), inactives show at the highest dose activity change, negative = inhibition, usual class: inhibitors; active means well fitted inhibition curve with a large enough effect in the main read-out, with a control signal flat, not every such curve was filed as active; inconclusive means small, poorly fitted or top-dose-only effect, or effect the other way, or a change in a side signal; inactive means no such curve, though single readings can be large or run the other way; further: potency means the concentration at half of the fitted maximal effect; % of control where 0% means no effect
Target sequence (Q99816 whole entry, looked up): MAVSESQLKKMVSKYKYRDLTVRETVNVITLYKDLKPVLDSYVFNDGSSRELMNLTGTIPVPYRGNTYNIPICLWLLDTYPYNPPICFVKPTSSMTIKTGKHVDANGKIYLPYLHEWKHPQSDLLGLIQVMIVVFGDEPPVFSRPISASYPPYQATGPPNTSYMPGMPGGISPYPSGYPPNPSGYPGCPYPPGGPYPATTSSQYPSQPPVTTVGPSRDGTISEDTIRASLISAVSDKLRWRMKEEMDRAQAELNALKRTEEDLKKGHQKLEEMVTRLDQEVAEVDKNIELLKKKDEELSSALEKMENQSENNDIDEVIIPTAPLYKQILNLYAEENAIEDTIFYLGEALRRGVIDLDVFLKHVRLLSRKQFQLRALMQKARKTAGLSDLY
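FP read-out: FITC-PTAP peptide, 50 nM final, binding Tsg101 binding domain, 10 uM final; 20 min, r.t.; 10 mM HEPES pH 7.5, 0.15 M NaCl, 0.01% Tween 20, 3 mM EDTA, 0.1 mM TCEP.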
The depositor's hits bear a star; i = inactive; u = inconclusive; x = no result given; [ ] = remark or other dose. Unless noted, the call rests on the fitted dose curve; in most records, active means well fitted curve in the direction sought with a large enough effect; inconclusive means small, poorly fitted or top-dose-only effect, or another doubt; inactive means no such curve, though single readings can be large; an effect the other way counts as inactive or inconclusive. These rows are one share of the data, so the mix of outcomes need not match the whole.

canonical_smiles,Tb PFK inh,PKM2 act,BCR signal inh,TSG101-PTAP inh,Integrin act MD,GALK inhibitor,Coupling enz,S-ASM inh,B2AR arrestin,Giardia killer,Menin MLL FP TR
CC1(C)Cc2nc3n[nH]c(N)c3cc2CO1,3.1%,-6.3%,-7.4%,-3.2%,-20.7%,-0.4%,-0.6,0.6%,-0.2%,-8.7,-5.6%
Cc1ccc(NC(=O)C2CC(=O)N(c3ccc4c5c(cccc35)CC4)C2)cc1 (centres undefined),-1.8%,3.9%,-0.5%,-11.5%,-18.1%,1.2%,0.3,-15.5%,-0.3%,-4.3,8.3%
O=C(NCCc1c[nH]c2ccccc12)c1cccc(Br)c1,6.6%,x,u,0.3%,-27.3%,-0.2%,-4.6,-0.9%,0.5%,5.7,u
COc1ccc(-c2cc3nc4ccccc4n3c(N)c2C#N)cc1,7.2%,2.5%,u,-3.4%,30.0%,-4.2%,-0.8,i,-0.5%,-2.6,x
O=C(NCc1ccccn1)c1ccc(Cl)c(S(=O)(=O)N2CCCCCC2)c1,0.3%,-1.7%,-2.5%,-0.7%,22.6%,-9.1%,x,3.0%,-0.4%,-11.8,x
O=C(CCC(=O)Nc1ccccc1)N/N=C/c1ccncc1,-0.4%,-10.6%,u,-1.8%,14.1%,1.2%,5.6,5.9%,0.4%,-12.0,14.1%
CC(=O)c1csc(-c2ccccc2)n1,5.4%,-4.2%,0.7%,0.6%,44.7%,-0.9%,1.2,3.1%,-0.2%,5.7,0.6%
Cc1ccccc1C1=Nn2c(nnc2-c2ccco2)SC1,2.8%,1.1%,-18.7%,-0.8%,u,-1.7%,1.0,-3.0%,0.4%,3.4,x
COc1cc(N=Cc2c(O)c3ccccc3oc2=O)c(OC)cc1Cl,0.2%,-6.7%,u,u,-8.1%,-4.8%,0.1,5.8%,2.6%,-3.3,4.8%
O=C(NC1CCN(C(=S)Nc2ccc(F)cc2)CC1)C1CCCCC1,-2.2%,-0.6%,-5.7%,-4.1%,15.7%,13.3%,1.0,-0.7%,0.0%,-1.6,-3.8%
CC(C)CCn1c(SCC(N)=O)nc2c1c(=O)n(C)c(=O)n2C,0.5%,-8.0%,8.5%,-0.6%,-4.3%,2.4%,-0.1,2.7%,0.2%,16.1,8.7%
Cc1c(NC(C)c2ccccc2O)c(=O)n(-c2ccccc2)n1C (centres undefined),-2.2%,-4.2%,1.3%,-3.9%,10.6%,0.8%,2.8,4.0%,-0.1%,11.9,11.1%
CN1CCN(CC(C)(C)NS(=O)(=O)c2ccc(Cl)cc2)CC1,-10.5%,-0.5%,7.4%,-8.7%,-13.6%,0.7%,-0.5,3.5%,0.4%,-3.4,-0.8%
COc1ccc(CC(=O)Nc2cc(S(=O)(=O)N3CCCC3)ccc2Cl)c(OC)c1,0.7%,x,-0.3%,-11.6%,1.5%,x,x,3.0%,-0.1%,8.3,x
Cn1c(N)c(C(=O)COC(=O)Cn2cc(C(F)(F)F)ccc2=O)c(=O)n(C)c1=O,-3.3%,1.4%,3.0%,-2.1%,5.0%,4.6%,1.3,0.6%,0.5%,7.8,-0.1%
CCN(CC)S(=O)(=O)c1cc(NC(=O)C(CC(C)C)NC(N)=O)ccc1C (centres undefined),-1.0%,-1.8%,2.4%,0.1%,11.2%,-0.6%,-0.8,2.6%,0.3%,-11.2,0.0%
COc1ccc(S(=O)(=O)N2CCCCC2C(=O)O)cc1 (centres undefined),3.8%,0.8%,-9.5%,-1.3%,-1.0%,-1.6%,5.0,1.3%,-0.9%,11.5,7.7%
Cc1ccc(S(=O)(=O)CCC(=O)OCC(=O)N(Cc2ccccc2)C(C)C)cc1,-0.2%,x,-3.1%,0.4%,17.3%,x,x,1.9%,0.1%,4.1,x
CCOC(=O)c1sc(N)c(C(=O)OC)c1C,0.2%,7.9%,u,-4.7%,9.4%,-3.1%,2.8,-0.3%,-0.1%,-2.0,17.2%
Cc1cc(Oc2ccc(OCC(N)=O)nn2)nc(Cl)n1,0.2%,-0.2%,4.8%,-3.4%,10.8%,12.9%,-1.1,1.2%,0.0%,7.9,-24.5%
CCOC(=O)Cn1c(=O)oc2cc(S(=O)(=O)NCc3ccccn3)ccc21,0.3%,1.1%,10.4%,-2.5%,22.9%,2.3%,-0.4,5.1%,0.1%,1.5,5.7%
CCc1cc2c(COC(=O)c3c(C)noc3C)cc(=O)oc2cc1O,5.9%,-2.7%,10.8%,0.4%,-16.1%,0.7%,2.7,471.2%[activator],0.0%,24.0,2.1%
CCC(C)NS(=O)(=O)c1ccc(NS(C)(=O)=O)cc1 (centres undefined),-16.5%,-3.6%,-20.4%,-5.7%,1.4%,-0.3%,-0.4,-0.2%,-0.2%,1.1,9.1%
Cn1c(SCCOc2ccc(F)cc2)nnc1-c1ccncc1,-2.9%,-2.3%,-0.1%,-1.1%,-2.6%,0.9%,2.6,5.5%,-0.5%,8.2,x
O=C(NCc1ccco1)C(c1cccs1)N(Cc1ccccc1)C(=O)Cn1nnc2ccccc21 (centres undefined),-7.3%,14.3%,6.6%,-2.8%,-2.0%,3.1%,1.7,-8.6%,4.2%,-1.6,-13.8%

Going on with the list.
canonical_smiles,Tb PFK inh,PKM2 act,BCR signal inh,TSG101-PTAP inh,Integrin act MD,GALK inhibitor,Coupling enz,S-ASM inh,B2AR arrestin,Giardia killer,Menin MLL FP TR
O=C(N/N=C/c1ccc(N2CCCCC2)o1)C(O)(c1ccccc1)c1ccccc1,-9.8%,13.2%,u,x,x,1.4%,-7.2,x,3.0%,x,0.1%
O=C(CCC1CCCN(C(=O)c2cccc(F)c2)C1)N1CCN(c2ccccn2)CC1 (centres undefined),1.8%,-9.2%,-0.9%,0.4%,8.9%,-3.7%,x,-3.0%,0.5%,-11.3,x
CC1(C)NC(=O)N(CCOc2cccc(Cl)c2Cl)C1=O,u,6.3%,-2.7%,-0.2%,13.3%[7.66 µM],2.0%,0.5,-3.9%,-0.8%,3.2,-13.5%
Cc1ncc(C23CC4CC(CC(C4)C2)C3)[nH]1,-1.5%,-2.3%,-1.0%,-3.1%,-7.6%,7.9%,-0.7,3.0%,0.2%,-2.6,-1.3%
NS(=O)(=O)c1cccc(NC(=O)CSc2ncc(C(F)(F)F)cc2Cl)c1,-10.7%,-1.0%,u,-4.3%,5.9%,0.6%,-2.0,-2.4%,0.5%,2.1,15.7%
CCOC(=O)N1CCN(C(=O)c2cn(-c3ccc(C)c(C)c3)c(=O)c3ccccc23)CC1,-0.6%,9.5%,8.7%,-0.3%,-4.9%,-0.1%,3.2,-0.1%,0.0%,-0.6,-13.1%
CCCc1c(C)[nH]c2nc3ccccc3n2c1=O,-7.1%,x,2.8%,0.2%,-9.0%,-0.1%,4.1,6.1%,0.4%,1.8,3.9%
Cc1ccc([N+](=O)[O-])cc1NC(=O)C(C)Sc1nnc(C)n1CC1CCCO1 (centres undefined),0.8%,-1.7%,0.3%,-0.3%,-4.2%,-0.8%,1.9,-19.7%,-0.4%,-14.2,23.1%
COc1ccc(-c2nn(-c3ccccc3)cc2/C=C(\CC(=O)O)c2nc3ccccc3s2)cc1OC,1.5%,-0.8%,u,-6.9%,-8.9%,-13.4%,3.4,395.0%[activator],0.3%,-23.1,u
COc1ccccc1C(=O)Nc1ccc2c(c1)C(=O)NC2=O,23.9µM*,2.1%,u,-3.6%,22.6%,x,-0.3,16.3%,-1.3%,19.1,u
O=C(CCNC(=O)c1ccc(Cl)cc1)NCc1ccco1,2.4%,x,7.1%,-0.2%,20.3%,x,x,1.8%,-0.6%,-5.8,x
Cc1cccc(CNC(=O)CCCn2nc(C)c3c(C)n(-c4ccccc4)nc3c2=O)c1,-4.0%,x,-10.0%,-3.1%,24.9%,-3.9%,x,0.5%,-1.0%,39.4[activator],x
CCOc1ncccc1C(=O)Nc1cccc(Cl)c1Cl,-3.1%,1.5%,5.1%,-5.2%,5.3%,-0.7%,-0.5,0.3%,-0.8%,-15.7,-6.1%
O=C(COc1ccc2c(c1)CCC2)N1CCN(c2ccc(F)cc2)CC1,-8.3%,3.5%,1.6%,-4.8%,12.3%,7.8%,x,-2.3%,0.3%,11.3,x
CC(C(=O)Nc1ccc(Br)cc1)N(C)CC(=O)NCc1ccco1 (centres undefined),1.8%,x,5.1%,-4.0%,u,x,x,-0.5%,-0.8%,-3.7,x
CCOC(=O)c1c(C)[nH]c(C(=O)OCC(=O)c2ccccc2)c1C,-3.9%,x,-1.4%,-4.7%,-13.3%,x,x,-3.4%,3.0%,-27.5,x
